A549 viability = counter-screen for Nrf2 inhibitors: cytotoxicity in A549 cells. Potency, µM (top dose mostly 46 µM), inactives show top-dose activity change, negative = cytotoxicity, usual class: inhibitors. A549 ARE-Fluc cells, CellTiter-Fluor viability, 18-24 h. 390,000 compounds, 0.16% hits. AID 504648; further: potency means the concentration at half of the fitted maximal effect; on the % scale 0 is the no-effect control and ±100 the full control effect
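A549 ARE-Fluc cells in 5% FBS OPTI-MEM, 5000 cells/well, rested 2 h then exposed to compounds in concentration-response for 18-24 h at 37 °C. Viability by CellTiter-Fluor fluorescence (Ex 405/Em 525) after 30 min; luciferase luminescence (BugLite, 15 min, RT) read afterwards.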
ATXN2 expr inh = reduces ATXN2 reporter expression in HEK-293 cells | HEK-293 ATXN2-luciferase reporter, luminescence, 24 h | Potency, µM (doses to about 57 µM), without a hit: at the highest dose activity change, negative = inhibition, usual class: inhibitors | 360,000 compounds, 0.72% hits | AID 1745845; further: potency means the concentration at half of the fitted maximal effect; on the % scale 0 is the no-effect control and ±100 the full control effect; nearly all actives have a fitted effect of over 55% in size
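ATXN2-luciferase reporter cells (luciferase flanked by upstream and downstream ATXN2 gene portions) were treated 24 h at 37 °C with compounds at up to 57 uM. SteadyGlo luminescence gave expression; GF-AFC fluorescence gave viability.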
MCF10A rerep = induces DNA re-replication in MCF 10a normal breast cells; MCF 10A DNA re-replication, Hoechst nuclear intensity, 48 h; Potency, µM (series often up to 46.1 µM), for the others: top-dose activity, positive = re-replication, actives largely listed as activators; 350,000 compounds, 2.9% hits; AID 624296; further: potency means the concentration at half of the fitted maximal effect; % of control where 0% means no effect; nearly all actives have a fitted effect of over 50% in size
HepG2 viability = kills HepG2 cells in TGF-b inhibitor counter-screen. HepG2 CAGA-GFP viability, ATP luminescence, 18 h. Potency, µM (top dose mostly 46.1 µM), for the others: at the top dose activity change, negative = cytotoxicity, hits mostly cytotoxic. 410,000 compounds, 0.76% hits; further: potency means the concentration at half of the fitted maximal effect; some results filed as inactive show a strong effect at the top dose
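CellTiter-Glo luminescence gave cytotoxicity after 18 hours at 37 degrees C. The cells were HepG2 CAGA-GFP in 1% FBS DMEM, stimulated with 500 pg/mL TGF-beta after compound addition. %Activity was normalised to no-cell wells (complete cell-killing) and DMSO (no toxicity), and curves were fitted and classified.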
Nrf2 activator = activators of Nrf2 (ARE) signaling; AREc32 ARE-luciferase reporter (MCF7-derived line), luminescence, 24 h; Potency, µM (top dose mostly 46.1 µM), for inactives: at the top dose activation, hits mostly activators; 410,000 compounds, 0.31% hits; further: potency means the concentration at half of the fitted maximal effect; % of control where 0% means no effect; nearly all actives have a fitted effect of over 65% in size
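Reporter line AREc32 (ARE-Fluc), seeded overnight in OPTI-MEM with 5% FBS; compound pin-transferred, 24 hr at 37 deg C, 5% CO2; luminescent read-out.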
IL1B secr inh = inflammasome signaling inhibition, IL-1 beta readout | THP-1 LPS/ATP IL-1B secretion, AlphaLISA, 16 h; stronger effect = lower value | activity change, % at 57.5 µM | 360,000 compounds, 4.7% hits | AID 743279; in the data active means activity change below about -50%; inconclusive means mostly about -30% to -49%; further: on the % scale 0 is the no-effect control and ±100 the full control effect
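Secreted IL-1B measured by AlphaLISA bead assay after 16 h compound exposure of THP-1 cells; compounds (final up to 57.5 uM) added 1 h before LPS (250 ng/mL) and ATP (1.25 mM) stimulation; lower signal means less secretion.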
Nrf2 block = Nrf2 pathway inhibition | 360,000 compounds, 2.1% hits | A549 ARE-Fluc reporter, luciferase luminescence, 18-24 h | Potency, µM (doses to about 46 µM), for the others: top-dose activity change, negative = inhibition, most hits filed as inhibitors | AID 504444; further: potency means the concentration at half of the fitted maximal effect; on the % scale 0 is the no-effect control and ±100 the full control effect; nearly all actives have a fitted effect of over 60% in size
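Reporter: ARE-Fluc in A549. Exposure: 18-24 h, 37 °C, 5% CO2, 5% FBS OPTI-MEM. Readouts: fluorescent cytotoxicity (CellTiter-Fluor), then luminescent Nrf2 signal after BugLite.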
S2 tox = viability counter-screen for ATXN expression inhibitors; Potency, µM (titrated, usually from 56.7 µM), most hits filed as cytotoxic; S2 cells (HEK-293 line with an ATXN2-luciferase reporter) viability, CellTiter-Fluor protease fluorescence, 24 h; 400,000 compounds, 0.49% hits; further: potency means the concentration at half of the fitted maximal effect; nearly all actives have a fitted effect of over 40% in size
TGFb SMAD3 inh = inhibitors of TGF-b signaling; HepG2 CAGA-GFP TGF-b/SMAD3 reporter, GFP fluorescence, 18 h; TGF-beta stimulated, 500 pg/mL final; Potency, µM (titrated, usually from 46.1 µM), for the others: at the highest dose activity, negative = inhibition, most hits filed as inhibitors; 410,000 compounds, 1.2% hits; AID 588855; further: potency means the concentration at half of the fitted maximal effect; on the % scale 0 is the no-effect control and ±100 the full control effect; nearly all actives have a fitted effect of over 65% in size
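Per well, imaged GFP fluorescence of HEPG2 CAGA-GFP cells gives the signal; cells get compound, then TGF-beta (500 pg/mL final), 18 h at 37 degrees C; %Activity versus -TGF-beta and +DMSO controls.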
Starred values were filed as active, the others as inactive; i = inactive; ? = inconclusive; nt = not tested or not shown; & = joins results of further samples; [ ] = another dose, or the depositor's remark. Unless noted, the call rests on the fitted dose curve; in most records, active means well fitted curve in the direction sought with a large enough effect; inconclusive means small, poorly fitted or top-dose-only effect, or another doubt; inactive means no such curve, though single readings can be large; an effect the other way counts as inactive or inconclusive.

no.	SMILES	A549 viability	ATXN2 expr inh	MCF10A rerep	HepG2 viability	Nrf2 activator	IL1B secr inh	Nrf2 block	S2 tox	TGFb SMAD3 inh
1	CCN(CCn1cccn1)C(=O)c1cc(COc2cc(C)ccc2C)on1	14%	45%[activator]	3%	-18%	4.3%	10	?	i	-12%
2	COc1ccc(C(=O)/C=C/c2ccc(OC)c(COc3ccccc3F)c2)cc1	12%	-19%	4%	-5%	13%	-90*	3%	i	2%
3	CC(C)Oc1ccccc1-c1cc(C(=O)N/N=C/c2cccnc2)c2ccccc2n1	-9%	13%	?	9%	-0.1%	i	?	?	1%
4	COC(=O)c1cccc(-n2c(CCC(=O)O)ccc2-c2cccs2)c1	4%&-1%	5%&38%	7%	-11%&1%	0.2%&17%	14	-13%	i	5%&-2%
5	CCCCNC(=S)NNC(=O)c1cc(-c2cccnc2)nc2ccccc12	-1%	4%	9%	3%	2.2%	16	2%	i	14%
6	c1ccc(-c2nc(NCCCn3ccnc3)c3ccccc3n2)cc1	0%	-32%	7%	-14%	1.9%	-73*	0%	?	-9%
7	O=C(NNC(=O)C12CC3CC(CC(C3)C1)C2)c1cnccn1	-5%	-22%	-3%	-11%	-0.3%	31	-7%	?	-14%
8	Cc1onc(-c2ccccc2)c1C(=O)Nc1sc2c(c1C#N)CCC(C)C2 (stereo unspecified)	-17%	-22%	1%	-30%	0.1%	-22	?	i	?
9	C#CCNC(=O)C1=C[C@H](c2coc3ccccc3c2=O)[C@@H](CCCO)[C@H](OCC)O1	3%	1%	-3%	-24%	4.8%	0	-10%	i	-1%
10	COc1cccc(C(c2sc3nc(-c4ccco4)nn3c2O)N2CCCC2)c1 (stereo unspecified)	3%	16%	nt	0%	?	nt	nt	i	0%
11	CNc1cc(N2CCCC2)ccc1[N+](=O)[O-]	-24%	4%[11.3 µM]	11%	-22%	0.3%	12	-5%	i	17%
12	O=C1CNC(=S)N1CCc1ccc(O)c(O)c1	-4%	8%	-8%	-12%	0.2%	36	?	i	10%
13	Clc1ccc(-c2cc(-c3nnc4n3CCCCC4)c3ccccc3n2)cc1	1%	-26%	8%	22%	0.4%	?	7%	i	7%
14	Cc1cc(C(=O)COC(=O)c2ccc[nH]c2=O)c(C)n1-c1ccc(F)cc1	-1%	-2%	-10%	-2%	-1.3%	25	?	i	8%
15	Oc1ccc(-c2csc(-c3ccccc3)n2)cc1O	?	25%	2%	-41%	?	-1	2%	i	?

Quoted at random: 6 compounds from above
no.	SMILES	A549 viability	ATXN2 expr inh	MCF10A rerep	HepG2 viability	Nrf2 activator	IL1B secr inh	Nrf2 block	S2 tox	TGFb SMAD3 inh
12	O=C1CNC(=S)N1CCc1ccc(O)c(O)c1	-4%	8%	-8%	-12%	0.2%	36	?	i	10%
9	C#CCNC(=O)C1=C[C@H](c2coc3ccccc3c2=O)[C@@H](CCCO)[C@H](OCC)O1	3%	1%	-3%	-24%	4.8%	0	-10%	i	-1%
11	CNc1cc(N2CCCC2)ccc1[N+](=O)[O-]	-24%	4%[11.3 µM]	11%	-22%	0.3%	12	-5%	i	17%
5	CCCCNC(=S)NNC(=O)c1cc(-c2cccnc2)nc2ccccc12	-1%	4%	9%	3%	2.2%	16	2%	i	14%
3	CC(C)Oc1ccccc1-c1cc(C(=O)N/N=C/c2cccnc2)c2ccccc2n1	-9%	13%	?	9%	-0.1%	i	?	?	1%
7	O=C(NNC(=O)C12CC3CC(CC(C3)C1)C2)c1cnccn1	-5%	-22%	-3%	-11%	-0.3%	31	-7%	?	-14%

Going on with the list.
no.	SMILES	A549 viability	ATXN2 expr inh	MCF10A rerep	HepG2 viability	Nrf2 activator	IL1B secr inh	Nrf2 block	S2 tox	TGFb SMAD3 inh
16	COc1ccc2nc(N(Cc3cccnc3)C(=O)c3ccc4c(c3)OCCO4)sc2c1	-11%	nt	nt	-4%	4.1%	nt	nt	nt	-18%
17	COc1ccc(Cc2nn3c(-c4ccccc4OC)nnc3s2)cc1	-9%	5%	-2%	-9%	4.9%	-3	-8%	i	-10%
18	COc1ccccc1C(=O)Nc1ccc(C(=O)/C=C/c2cccs2)cc1	-6%	8%	?	-9%	?	?	?	i	?
19	CCCc1cc(=O)oc2c(C)c(OCC(=O)c3ccc(N4CCCC4)cc3)ccc12	8%	-10%	0%	21%	0.2%	6	5%	i	-8%
20	Cc1cccc(C)c1N1CCN(C(=O)N2CCCCC2)CC1	-10%	-8%	4%	-4%	-0.4%	11	23%	i	3%
21	CCOc1ccc(OCCSc2ccc(S(=O)(=O)N3CCN(C)CC3)cn2)cc1	-2%	nt	20%	-5%	3.9%	-20	?	i	-28%
22	Cc1cccc(NC(=O)C2CCN(C(=O)c3ccc(F)cc3)CC2)n1	-7%	15%	2%	2%	-0.4%	-9	-5%	i	0%
23	Cc1onc(-c2c(F)cccc2Cl)c1C(=O)c1ccccc1	1%	-32%	-4%	31%	0.3%	nt	6%	i	20%
24	NC(=O)C1CCN(C(=O)CCC(=O)c2cccs2)CC1	4%	0%	-17%	-48%	2.4%	3	1%	i	-5%
25	Cc1cc(=O)n(Cc2cccc(Cl)c2)c2c1c(C)nn2-c1ccccc1	10%	10%	nt	-12%	-0.1%	nt	18%	i	0%
26	COc1ccc(-c2sc3ccccc3c2-c2ccc(OCCN(C)C)cc2)cc1	?	?	?	-97%	-2.0%	-27	?	?	?
27	Cc1ccc(S(=O)(=O)NCCN2CCOCC2)s1	-2%	5%	8%	2%	-0.6%	23	1%	i	-11%
28	O=C(COC(=O)Cc1ccc(S(=O)(=O)N2CCOCC2)s1)Nc1ccc2c(c1)OCO2	0%	-5%	-1%	-15%	0.0%	8	15%	?	-1%
29	CCCCN(C)c1c(C)nc2ccc(C(=O)Nc3cc(-c4ccccc4)ccc3OC)cn12	nt	?	nt	13µM*	0.5%[9.22 µM]	?	nt	?	?
30	Cc1cc(Nc2cccc(O)c2)c2cccc(Br)c2n1	-4%	-25%	nt	-7%	8.7%	nt	-10%	nt	?
31	CCc1ccc(NC(=O)CSc2nc(CSc3ccc(C)cc3)cc(=O)[nH]2)cc1	2%	-6%	14%	-1%	-0.4%	35	3%	i	-7%
32	CCn1ccc(C(=O)NCc2ccc3c(c2)OCO3)n1	7%	8%	?	-1%	-0.8%	27	4%	i	-9%
33	O=C(NC(=S)NCCC1=CCCCC1)c1cccnc1	1%	14%	-3%	4%	0.3%	65	7%	i	?
34	COc1cc2c(cc1OC)CN(C(=O)c1cc(S(=O)(=O)N3CCOCC3)c(Cl)cc1Cl)CC2	-5%	-15%	7%	-1%	0.0%	?	?	i	?
35	COc1ccc([C@H]2CC(=O)C[C@@H](CCn3cc(-c4cccnc4)nn3)O2)cc1	nt	4%	nt	nt	0.3%	23	nt	i	nt
36	Cc1ccc(CN2CCN(/N=C/c3ccc(O)c(O)c3)CC2)cc1	-11%	-26%	4%	-30%	6.4%	6	21%	?	1%
37	Cc1ccc(NC(=O)CSc2nnc3[nH]c(=O)cc(C)n23)cc1Cl	0%	nt	nt	-10%	-0.4%	nt	nt	nt	-1%
38	O=S(=O)(c1cnccc1N1CCN(/N=C/c2ccccc2)CC1)N1CCCCC1	0%	-4%	-5%	-6%	-0.4%	-2	-11%	i	4%
39	O=C1Cc2cc(NS(=O)(=O)c3ccc(Cl)cc3)cc3c2N1CCC3	6%	-3%	1%	-30%	2.3%	-5	4%	i	?
40	Nc1cccc(Nc2ncnc3ccccc23)c1	-3%	nt	11%	-9%	4.0%	11	-8%	i	15%
41	O=C(C1=C[C@H](c2ccccc2)C[C@H](OCc2ccc(CO)cc2)O1)N1CCN(Cc2ccc3c(c2)OCO3)CC1	-7%	?	?	2%	5.7%	-53*	-5%	?	-20%
42	OC[C@@H]1CN(Cc2cccnc2)C[C@H](n2cnc3c(N4CCCC4)ncnc32)O1	nt	0%	nt	2%	0.5%	32	nt	i	33%
43	Cc1ccc2c(c1)N(CCCC(=O)NCCCN1CCCCC1)C(=O)CO2	0%	-6%	1%	0%	-0.5%	-12	11%	?	2%
44	CCC(C)Oc1nc2ccccc2nc1NS(=O)(=O)c1ccccc1 (stereo unspecified)	-5%	-3%	1%	-14%	-0.1%	-3	6%	i	0%
45	O=C(OCc1ccccc1Cl)c1ccc(-c2nnn(Cc3ccc(F)cc3)n2)cc1	4%	2%	nt	4%	-0.9%	nt	?	i	6%
46	Cc1ccc(/C=N/NC(=O)CN(Cc2ccccc2)S(=O)(=O)c2ccc3c(c2)OCCO3)cc1	-11%	-12%	16%	-63%	3.3%	?	?	i	-23%
47	COc1cc(OC)c2c(C)c(Cl)c(=O)oc2c1	3%	0%	0%	-9%	-1.1%	-22	-2%	i	6%
48	C=CCNC(=O)COc1ccc(S(=O)(=O)Nc2ccc(OCC)cc2)cc1	10%	2%	3%	-20%	3.0%	0	-15%	i	1%
49	COC(=O)c1ccccc1NC(=O)/C=N/O	-2%	nt	0%	1%	0.0%	0	-5%	i	2%
50	CCN1C(=O)/C(=C\c2ccncc2)SC1=Nc1ccc(C)c(C)c1	-12%	-30%	?	-55%	?	-100*	-16%	?	?
51	COc1ccc2c(c1OC)C(=O)N1N=C(c3ccc(Br)cc3)CC21 (stereo unspecified)	-15%	-16%	1%	-29%	-0.5%	?	?	i	-13%
52	CCOc1ccc(NS(=O)(=O)c2ccc(C(=O)NCC3(N4CCCCC4)CCCCC3)cc2)cc1	-4%	-5%	-30%[inhibitor]	-2%	-0.5%	-3	2%	i	5%
53	CCc1ccc(-c2cc(C)no2)cc1S(=O)(=O)Nc1ccccn1	2%	10%	0%	-1%	-0.5%	-15	-7%	i	-1%

Compound activity as filed in PubChem.
